Assay outcomes (PubChem BioAssay)
MKP-3 inhibition: inhibition of rat DUSP6 enzyme activity – biochemical, in vitro, primary screen (AID 425). recombinant MKP-3 phosphatase activity, fluorescence; higher % means a stronger effect. one-dose inhibition, % at 20 µM; IC50 in µM for titrated hits. 110,000 tested, 0.17% active; in the data active = inhibition above about 50%;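 also: plate controls were vehicle for no effect and reference inhibitor for full effect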
Hsp70 inhibitors: Hsp70 inhibitors, probe displacement, primary screen, biochemical, fluorescence polarization (AID 583); Hsp70 fluorescence polarization probe displacement, mP; higher % means a stronger effect; displacement, % at 20 µM, or IC50 in µM where a hit was titrated; 140,000 tested, 0.06% active; in the data active = displacement above about 50%;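 also: plate controls were vehicle for no effect and reference ligand for full effect; a part of the inactive calls stands beside numbers as strong as those of hits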
* marks the source's active call; other numbers are inactive results; . = no result given; & = joins results of further samples.

SMILES | MKP-3 inhibition | Hsp70 inhibitors
CN(Cc1ccccc1)Cc1nc2c(c(=O)n(C)c(=O)n2C)n1Cc1ccc(Cl)cc1 | -17.9% | -2.8%
COc1ccc(OC)c(NC(=O)c2cc3n(n2)C(C(F)(F)F)CC(c2ccc4c(c2)OCO4)N3)c1 (stereo not drawn) | 1.4% | -5.6%
O=C(Nc1ccc(N2CCOCC2)cc1)C1CCCN(S(=O)(=O)c2ccccc2)C1 (stereo not drawn) | -0.8% | 0.9%
COn1c(C)c(C(C)=O)c2c3nonc3ccc21 | -7.8% | 3.2%
CC(C)NC(=O)NCC12CC3CC(C1)CC(CNC(=O)NC(C)C)(C3)C2 | 2.0% | -2.7%
CC(=O)CSc1ncnc2c1oc1ccccc12 | -10.0% | 2.7%
CCOC(=O)C1CCN(C(=O)C2CCN(S(=O)(=O)N3CCCC3)CC2)CC1 | 5.6% | 4.4%
CCN(CC)c1nc2nonc2nc1N(CC)CC | -3.7% | 4.9%
O=C1OC(c2ccccc2)=C/C1=C/c1ccc(-c2ccc([N+](=O)[O-])cc2)o1 | 12.5% | 11.1%
Cn1c(=O)c2c(SCc3cccnc3)nc(CC(C)(C)C)nc2n(C)c1=O | 11.3% | 1.5%
O=C(Nc1ccc(Cl)cn1)C(Sc1ccccc1)c1ccccc1 (stereo not drawn) | 0.9% | 8.5%
CC(=O)CCc1c(C)c2cccc(C)c2[nH]c1=O | -6.4% | -7.5%
CCOc1cccc(-c2cc(C(=O)Nc3ccccn3)c3ccccc3n2)c1 | 2.4% | -0.3%
CCOc1ccc2nc(NC(=O)C(NS(=O)(=O)c3cccs3)C(C)C)sc2c1 (stereo not drawn) | 7.1% | 1.7%
Cc1nc(NC(=O)CCc2ccccc2)ccc1Br | . | 3.2%
O=C(NCCc1c[nH]c2ccccc12)c1cccs1 | 2.8% | -4.5%
CCOC(=O)C1=C(C)N=c2s/c(=C\c3ccc([N+](=O)[O-])o3)c(=O)n2C1c1ccccc1Cl (stereo not drawn) | -3.9% | 6.4%
C[n+]1ccc(-c2ncc(-c3ccc(F)cc3)o2)cc1 | -1.0% | -0.1%
N#CCN1CCC/C1=C\[N+](=O)[O-] | . | 2.0%
Cc1cc(C)n(C(=O)c2cccc(S(=O)(=O)N3CCOCC3)c2)n1 | -5.8% | -4.5%
Cc1cc(C)n(C(=O)CNC(=O)c2ccc(F)cc2)n1 | 2.1% | -0.8%
COc1ccc(S(=O)(=O)N(CC(=O)Nc2ccc(C)c(Cl)c2)Cc2ccccc2)cc1 | 10.6% | -4.3%
Nc1nnc(C(c2ccccc2)c2ccccc2)s1 | . | 4.7%
NC(=O)C(Cc1ccccc1)NS(=O)(=O)c1ccc(N2CCCC2=O)cc1 (stereo not drawn) | -4.7% | 0.4%
C=CCC(NCc1ccco1)c1ccc(OC)cc1OC (stereo not drawn) | -3.1% | 7.9%
COc1ccc(C2CC(=O)C3=C(C2)Nc2ncnn2C3c2ccccc2C)cc1 (stereo not drawn) | -2.7% | -1.0%
CCN(CC)CCCN(Cc1cc2cc3c(cc2[nH]c1=O)OCCO3)C(=O)Nc1ccc(F)cc1 | -3.1% | 4.7%
Cc1ccc(-c2nnc(-c3ccc(F)cc3)o2)cc1 | 1.2% | 0.8%
CCCCOC(=O)c1ccc(NC(=O)c2cccc(OCCC)c2)cc1 | 7.6% | -7.6%
CCOC(=O)C1=C(C)NC(=S)NC1c1ccc(C(=O)O)cc1 (stereo not drawn) | -0.5% | .
CCn1nnnc1SCC(=O)c1ccc(C)cc1C | . | -3.6%
O=S(=O)(N=Nc1c(O)[nH]c2ccccc12)c1ccc2ccccc2c1 | 0.3% | 7.6%
CC(=O)SCC(C)C(=O)NCc1ccccc1 (stereo not drawn) | . | 1.8%
Cc1ccc(C2C3CSCC=C3C(C#N)=C(N)C2(C#N)C#N)cc1 (stereo not drawn) | -1.7% | -3.0%
Cc1ccc(-c2cc(C(=O)N3CCN(C(=O)c4ccco4)CC3)no2)cc1 | -7.4% | 0.5%
COc1cc(/C=C2\C(=O)NC(=S)N(c3cccc(Br)c3)C2=O)c([N+](=O)[O-])cc1OC | 1.6% | -1.3%
Cc1oc(-c2ccccc2Cl)nc1CSCC(=O)N1CCCC1 | -1.9% | -0.4%
COc1ccc(CN(C(=O)CSc2nnc(-c3ccc(OC)c(OC)c3)o2)c2ccc(F)cc2)cc1 | . | 5.3%
COc1ccccc1C(=O)Nc1ccc2c(c1)OCCO2 | 3.4%&1.6% | 1.8%&-4.0%
Cc1occc1C(=O)N/N=C/c1cccc(Cl)c1 | -0.4% | -0.6%
Cc1cccc2cc(CN(Cc3ccc(F)cc3)Cc3nnnn3C3CCCC3)c(=O)[nH]c12 | -0.7% | .
CN1CCc2c(c3ccccc3n2C)C1 | . | -2.5%
COc1ccc(C2=NN(C(=O)CCC(=O)O)C(c3ccccc3F)C2)cc1 (stereo not drawn) | -1.1% | 1.2%
Cc1[nH]c2ccccc2c1Cc1nnc(SCC(N)=O)o1 | 0.8% | -4.3%
Clc1ccc(Cl)c2sc(N3CCOCC3)nc12 | 5.8% | 2.0%
O=C(NCCCNc1ccc([N+](=O)[O-])cc1Cl)c1ccccc1Cl | 1.5% | -4.2%
CC1=NN(c2ccccc2)C(=O)/C1=C\c1ccc(C)o1 | 0.9% | 1.2%
CCOC(=O)CSc1ncnc2c1cnn2-c1ccc(C)cc1 | -3.4% | 3.6%
COc1ccc(-c2noc(CCCOc3ccccc3)n2)cc1OC | -10.7% | -1.9%
CC1(C)C=Cc2c(c3ccccc3[nH]c2=O)O1 | -10.8% | 0.4%
COc1ccc(-c2nn(CCC(=O)O)cc2CCC(=O)O)cc1 | -4.1% | 0.6%
O=C(Cc1ccc(Cl)cc1)Nc1ccc(-c2nc3ccccc3[nH]2)cc1 | 6.0% | -2.1%
C[C@]12CC[C@@H]3c4ccc(O)cc4CC[C@H]3[C@@H]1CC[C@@H]2O | . | -1.0%
O=C(NCCc1ccccc1)C1CC(c2ccccc2O)=NO1 (stereo not drawn) | -11.0% | 2.1%
Cc1ccc(OCC(=O)N/N=C\c2cccnc2)cc1 | 1.8% | 0.4%
CC(NS(=O)(=O)c1ccc(F)cc1)C1C2CC3CC(C2)CC1C3 (stereo not drawn) | -0.4% | 2.9%
N#Cc1cc2c(nc1SCC(=O)Nc1ccc(S(N)(=O)=O)cc1)CCCCC2 | 1.5% | -2.5%
O=C(NCCN1CCCC1)C1COc2ccccc2O1 (stereo not drawn) | -9.1% | -3.7%
COc1ccccc1-c1cn(S(=O)(=O)c2ccc(F)cc2)nc1N | -1.4% | -1.5%
C=CCNc1sc(C(=O)C(C)(C)C)c(N)c1C#N | -10.4% | -4.5%

Part of the list above in order of heavy-atom count, descending.
SMILES | MKP-3 inhibition | Hsp70 inhibitors
N#Cc1cc2c(nc1SCC(=O)Nc1ccc(S(N)(=O)=O)cc1)CCCCC2 | 1.5% | -2.5%
COc1ccc(C2=NN(C(=O)CCC(=O)O)C(c3ccccc3F)C2)cc1 (stereo not drawn) | -1.1% | 1.2%
COc1ccc(-c2noc(CCCOc3ccccc3)n2)cc1OC | -10.7% | -1.9%
O=C(NCCCNc1ccc([N+](=O)[O-])cc1Cl)c1ccccc1Cl | 1.5% | -4.2%
COc1ccc(-c2nn(CCC(=O)O)cc2CCC(=O)O)cc1 | -4.1% | 0.6%
CC1=NN(c2ccccc2)C(=O)/C1=C\c1ccc(C)o1 | 0.9% | 1.2%

Carrying on.
SMILES | MKP-3 inhibition | Hsp70 inhibitors
CCSc1nnc(NC(=O)c2csc3c2CCC(C)C3)s1 (stereo not drawn) | -3.0% | 1.1%
Cn1nnnc1SCC(=O)N1CCN(C(c2ccccc2)c2ccccc2)CC1 | 2.6% | 0.3%
O/N=C(\c1ccc(Cl)cc1)c1cc2ccccc2o1 | -2.0% | -0.8%
CCn1c(CNC(=O)c2ccc(OC)cc2)nnc1SCC(=O)c1ccccc1 | -11.3% | -0.9%
CN(c1ccc(C(=O)N2CCOCC2)cc1)S(C)(=O)=O | . | -0.9%
COC(=O)C1(C(=O)OC)C(CC(C)C)C1(C(=O)OC)C(=O)OC | -1.6% | -0.5%
CCOc1ccc(OCC)c(NC(=O)c2ccc(CNc3c(N4CCOCC4)c(=O)c3=O)cc2)c1 | -2.6% | 2.0%
Cc1nn(Cc2ccc(F)cc2)c(C)c1NC(=O)c1cc(-c2ccco2)on1 | 9.7% | -1.3%
C=CCNc1nc(Nc2ccc(-c3nc4ccccc4o3)cc2)nc(N2CCOCC2)n1 | . | 4.3%
Clc1ccc(OCc2nnc(SCCN3CCCCC3)n2Cc2ccco2)cc1 | 3.1% | 2.0%
c1ccc2c(c1)nc(N1CCOCC1)c1ccccc12 | 4.0% | -1.4%
CC(C)(C)c1ccc(C(=O)/C=C2\NC(=O)CS2)cc1 | -13.5% | -5.3%
CCCN1CCC(=NNC(=O)c2ccccc2O)CC1 | 0.4% | 5.4%
CC1=CC(C)(C)N(C(=O)c2ccc([N+](=O)[O-])cc2)c2ccccc21 | 0.1% | -3.7%
CS(=O)(=O)N(CC(=O)Nc1ccc2c(c1)OCCO2)c1ccc2c(c1)OCO2 | -4.2% | -0.5%
N#Cc1c(NCCO)nc(NCc2ccccc2)c2c1CCN(Cc1ccccc1)C2 | 5.9% | 9.2%
Cc1cc(C)n2nc(C(=O)Nc3cccnc3)nc2n1 | -11.5% | 5.4%
CCOC(=O)CNC(c1ccccc1)c1cc(Br)ccc1N (stereo not drawn) | -1.4% | 5.7%
CC(=O)c1cccc(NC(=O)Cn2cnc([N+](=O)[O-])n2)c1 | 1.3% | 1.7%
O=C(N/N=C/c1ccc(O)cc1)c1cc(C2CC2)[nH]n1 | 3.7% | 0.2%
COc1ccc(NC2=C(C(C)=O)C(c3ccc(OC)c(OC)c3)C(C(C)=O)C(C)(O)C2)cc1 (stereo not drawn) | . | 10.8%
Cc1nnc(NC(=O)CSc2nnc3c4ccccc4n(C(C)C)c3n2)s1 | -5.3% | 3.6%
CCOC(=O)Nc1oc2ccccc2c(=O)c1CN1CCOCC1 | 2.4% | 2.2%
CN1C(=S)SC(C)(C)C1/[N+]([O-])=C/c1cccnc1 (stereo not drawn) | -14.6% | 0.2%
Cc1cc(NC(=O)c2ccccc2NS(=O)(=O)c2c(C)c(C)cc(C)c2C)no1 | 5.7% | 3.0%
CCc1ccc(C2C(C(=O)OC)=CN(Cc3ccc(C)cc3)C=C2C(=O)OC)s1 | 0.3% | 1.5%
O=C1/C(=C/C2CC=CCC2)SC(=S)N1C1CCS(=O)(=O)C1 (stereo not drawn) | 2.8% | -2.2%
O=C(c1ccc(NS(=O)(=O)c2cccc3cccnc23)cc1)N1CCOCC1 | . | -1.0%
COc1ccc(/C=C2\SC(=S)N(CCC(=O)OC3CCCCC3)C2=O)cc1 | 3.1% | 1.8%
CCn1c(SCC(=O)Nc2ccc(NC(=O)c3ccco3)cc2)nnc1-c1cccs1 | . | -4.4%
COC(=O)CN1C(=O)COc2ccc(Cl)cc21 | -0.9% | 2.2%
CC(=O)C(/C=N/c1ncc(C(F)(F)F)cc1Cl)=C(\C)O | 5.5% | 5.2%
O=C(Cn1c(=O)[nH]c2ccsc2c1=O)NC1CCCCC1 | 0.2% | -2.2%
O=C(N/N=C/c1ccc2c(c1)OCO2)c1sc2cc(Cl)ccc2c1Cl | 23.3% | 10.1%
CCCN1CCN(C(=O)c2cccc3c2C(=O)N(CCOC)C3)CC1 | -9.8% | -3.3%
C=CCN1C(=O)/C(=C\c2cn(Cc3ccc([N+](=O)[O-])cc3)c3ccccc23)C(=O)NC1=S | 11.8% | -1.8%
COc1ccc(-c2nc(N3CCC(C)CC3)[nH]c(=O)c2C#N)cc1 | . | -2.9%
O=C(NCCO)C1COc2ccccc2O1 (stereo not drawn) | 2.0% | 1.2%
COc1c2ccoc2nc2c(OC)cccc12 | . | 1.5%
Cc1cc(C)c2nc(NC(=O)C3CCCO3)sc2c1 (stereo not drawn) | . | 3.3%

Complete entries from above:
Record of O=C(Cn1c(=O)[nH]c2ccsc2c1=O)NC1CCCCC1 = MKP-3 inhibition = 0.2%; Hsp70 inhibitors = -2.2%
Record of COC(=O)CN1C(=O)COc2ccc(Cl)cc21 = MKP-3 inhibition = -0.9%; Hsp70 inhibitors = 2.2%

The list continues.
SMILES | MKP-3 inhibition | Hsp70 inhibitors
Cn1c(SCc2nc(-c3ccccc3)no2)nnc1-c1ccco1 | . | -0.8%
COc1ccc(OC)c(-c2cc(C(=O)Nc3cc(C)n(Cc4ccc(Cl)cc4)n3)no2)c1 | 3.0% | -0.7%
Cc1ccc2c(c1)NC(=O)C(CC(=O)NCc1cccnc1)O2 (stereo not drawn) | 0.0% | -2.4%
OCn1nc(-c2ccccc2Br)oc1=S | 0.1% | 1.0%
O=C1C(C=NCCCN2CCOCC2)=C(O)c2ccccc21 | -5.2% | -1.0%
CC1C(O)=C(c2nc3ccccc3[nH]2)C(=N)N1c1ccccc1 (stereo not drawn) | -3.3% | -0.6%
O=C(CSc1nnc(SCc2ccc(Cl)cc2)s1)N1CCN(C(=O)c2ccco2)CC1 | -8.6% | .
CCN1C(=O)/C(=C\c2ccc(OCCOc3cccc(OC)c3)cc2)SC1=S | -4.8% | -0.7%
Cc1cc(C(=O)OCC(=O)N(C)C2CCS(=O)(=O)C2)c(C)n1-c1ccccc1 (stereo not drawn) | -12.4% | -2.5%
O=C(Nc1ccc2c(c1)OCCO2)C1CCCN(S(=O)(=O)c2cccnc2)C1 (stereo not drawn) | -5.1% | -3.1%

This is a subset (hit frequency here may not be typical).
